High-throughput results deposited in PubChem BioAssay by Southern Research Specialized Biocontainment Screening Center.
PhoP GFP inhibition – PhoP regulon inhibitors, Salmonella typhi PhoP promoter GFP reporter, confirmatory (AID 1850); Salmonella Typhi PhoP-promoter GFP reporter, fluorescence, 4 h; higher % means a stronger effect; one-dose inhibition, % at 50 µM; IC50 in µM for titrated hits; 310,000 tested, 0.33% active; in the data active means a potency from the dose series; inconclusive means inhibition mostly from about 25% at the one dose, without a potency; inactive means the rest, 99 in 100 with inhibition below about 19%;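 further: 0% = induced wells with vehicle and 100% = uninduced wells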
influenza NS1A – H1N1 influenza NS1A inhibitors, functional cell based assay (AID 504329) | NS1A functional cell-based assay, percent inhibition; higher % means a stronger effect | one-dose inhibition, % at 12.5 µM; IC50 in µM for titrated hits | 340,000 tested, 0.3% active; in the data active means a potency from the dose series; inconclusive means inhibition above about 27% without an active follow-up result; further: strong numbers were not always called active
tuberculosis growth – growth inhibition of non-replicating M. tuberculosis (AID 488890); Mycobacterium tuberculosis non-replicating, growth inhibition; higher % means a stronger effect; inhibition, % at 25 µM; hits with a dose series show IC50 in µM; 320,000 tested, 0.39% active; in the data active means a potency from the dose series; inconclusive means inhibition mostly from about 82% at the one dose, without a potency; inactive means the rest, 99 in 100 with inhibition below about 76%;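 further: plate controls were DMSO cells for no effect and high antibiotic wells for full effect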
inhibitors of VEEV – inhibitors of VEEV TC-83 cytopathic effect, confirmation, Vero cells (AID 588727); Vero cells, VEEV TC-83 cytopathic effect inhibition; higher % means a stronger effect; inhibition, % at 20 µM; hits with a dose series show IC50 in µM; 350,000 tested, 0.13% active; in the data active means a potency from the dose series; inconclusive means inhibition mostly from about 14% at the one dose, without a potency; inactive means the rest, 99 in 100 with inhibition below about 12%; further: strong numbers were not always called active
M. tuberculosis HTS – M. tuberculosis growth inhibition, HTS (AID 449762) | M. tuberculosis H37Rv growth inhibition, 7H9 media; higher % means a stronger effect | inhibition, % at 25 µM, or IC50 in µM where a hit was titrated | 330,000 tested, 0.59% active; in the data active means a potency from the dose series; inconclusive means inhibition above about 70% without an active follow-up result;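 further: bacterial growth assessed after seven days of incubation; strong numbers were not always called active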
inhibitors of VEEV 10K pilot screen – second read-out of inhibitors of VEEV, no call of its own (marks repeat the call); inhibition, %; measured here: 10K pilot screen inhibition
Active calls of the source: *; i = inactive; ? = inconclusive; . = no result given.

SMILES | PhoP GFP inhibition | influenza NS1A | tuberculosis growth | inhibitors of VEEV | M. tuberculosis HTS | others
CN(C)CCCn1c2c(c(SCC(=O)Nc3ccc4c(c3)OCO4)nc1=O)CCC2 | 2% | -1% | -10% | 0.6% | -8%
COc1ccc2oc(-c3ccccc3)c(C(=O)N(C)C)c2c1 | -4% | 2% | 39% | 0.4% | 2%
N#Cc1c(-c2ccc(F)cc2)cc(C2CC2)nc1SCC(=O)c1cccs1 | -12% | 5% | -11% | i | -2%
CCN(CC(=O)NCc1cccs1)C(=O)c1ccc(C)o1 | . | -9% | -6% | 0.3% | 2%
COc1ccc([N+](=O)[O-])c(OC)c1C(=O)Nc1ccc(F)cc1F | 6% | 1% | -4% | i | -17%
COc1ccc(NC(=O)CNC(=O)c2sc3ccccc3c2Cl)c(OC)c1 | . | -9% | 3% | 0.1% | -2%
Clc1nc(Cl)nc(-c2cn(-c3ccccc3)c3ccccc23)n1 | -8% | . | 12% | 0.3% | -6%
CCOC(=O)c1sc2nc(CC(=O)OC)nc(NCCN3CCOCC3)c2c1C | . | 4% | . | 11% | .
CC1CC(C)(C)CC2(C1)NC(=O)N(CC(=O)N(Cc1ccccc1)c1ccccc1)C2=O (stereo not given) | 5% | 0% | 20% | 3.1% | 1%
COC(=O)[C@@](C)(O)C1(C(=O)SC(C)(C)C)CC1 | -10% | 7% | -11% | i | -1%
C[C@@H]1CCCCCCCCC(=O)OCCN(C(=O)OC(C)(C)C)[C@H](C)CCCCCCCCC(=O)OCCN(C(=O)OC(C)(C)C)[C@H](C)CCCCCCCCC(=O)OCCN1C(=O)OC(C)(C)C | . | . | -6% | . | -2%
Oc1c(Cl)c(Cl)c2ncccc2c1Cl | . | -5% | . | 3.8% | .
Cn1cccc1C(=O)NC(=O)CSc1nnc(C2CC2)n1-c1ccccc1 | 3% | -3% | -3% | 2.6% | -12% | inhibitors of VEEV 10K pilot screen=1.7
CCC(Oc1ccccc1)C(=O)Nc1cc(C(F)(F)F)ccc1N1CCOCC1 (stereo not given) | -9% | -3% | 3% | 4.2% | 3%
Cc1cc(-c2cc(-c3ccccc3)on2)nc(NC2CCCC2)n1 | -1% | -4% | 12% | 1.4% | 46µM*
CCOC(=O)Cn1nc(C)c2ccccc2c1=O | 6% | 8% | -12% | i | -3%
C/C(Cn1nnc([N+](=O)[O-])n1)=N\NC(=O)c1ccc(C)cc1 | -12% | -1% | . | 0.6% | 4%
CC(C)n1cnc2c(=S)nc[nH]c21 | -5% | 16% | 1% | 0.3% | 5%
CN(NS(=O)(=O)c1cccs1)c1ncc(C(F)(F)F)cc1Cl | -8% | -7% | ? | 3.6% | -10%
COc1ccc(-n2nc(C(=O)NCC(=O)N3CCC4(CC3)OCCO4)c3ccccc3c2=O)cc1 | -3% | 1% | -18% | 1.0% | 3%
COc1ccccc1N1CCN(C2CCN(C(=O)c3ccc(F)cc3)CC2)CC1 | 1% | -11% | -10% | 2.2% | 5%
Cc1ccccc1CC(=O)N1CCOCC1 | -3% | -11% | -4% | 0.2% | -7%
CN1CCC(N2CCN(c3cccc(C(F)(F)F)c3)CC2)CC1 | 11% | -9% | -6% | 0.6% | 0%
CCc1ccc(NC(=O)c2onc(C)c2Cl)cc1 | -6% | 4% | . | 1.9% | -22%
COc1cccc(/C=C2\C(=O)N(c3cccc(C)c3)C(=O)c3ccccc32)c1 | 0% | -2% | 24% | 2.0% | -6%
O=C(NC1=NCCS1)Nc1ccccc1 | 1% | 1% | -8% | 3.6% | -7%
CCn1cc(C(=O)O)c(=O)c2cnc(N3CCN(C(=S)Nc4ccccc4C(F)(F)F)CC3)nc21 | 16% | -2% | 40% | i | -5%
Cn1c(=O)[nH]c(=O)c2c1nc(N(CCO)Cc1ccccc1)n2Cc1ccccc1Cl | 3% | -10% | 24% | 6.9% | -4%
Cc1cc(C)c(NC(=O)CNC(=O)c2cc(C3CC3)nn2-c2ccccc2)c(C)c1 | . | -5% | 3% | 3.3% | 1%
O=C(COC(=O)/C=C/c1cccc(F)c1)NNC(=O)c1ccccc1 | -2% | -3% | 13% | 2.1% | 40%
CCN(C(=O)c1ccco1)c1nnc(-c2ccc(OC)cc2)s1 | -5% | 1% | 4% | i | -2%
CCN(C(=O)CN1CCN(C)CC1)c1cccc2ccccc12 | -4% | 0% | -5% | 0.7% | -5%
COc1ccc(/C=C/C(=O)N2CCOCC2)cc1OC | -5% | -20% | 13% | 0.8% | 3%
CCOC(=O)C1CCN(C(=O)CCc2c(C)nc3cc(-c4ccccc4)nn3c2C)CC1 | 17% | 4% | 21% | 1.5% | 3%
O=C(Nc1ccncc1)Nc1ccccc1Cl | -3% | 17% | 0% | 5.7% | 5%
Cn1c(Cn2c(=O)sc3ccccc32)nnc1SCc1cccc(F)c1 | -6% | 10% | -13% | i | 1%
NC(=O)c1ccccc1Nc1nc2nc3ccccc3c(=O)n2cc1Br | -5% | . | -9% | . | -1%
C/C(Cn1nnc([N+](=O)[O-])n1)=N\NC(=O)c1ccc(O)cc1O | -4% | 3% | 50% | 3.5% | 1%
O=C(Cn1c(NCCO)nc2ccccc21)Nc1ccc2c(c1)OCCCO2 | . | -2% | . | 1.7% | .
COc1ccc(C2=NOC(Cn3nc(-c4ccccc4C)cc3C(=O)O)C2)cc1 (stereo not given) | . | -12% | 15% | 0.3% | 3%
Cn1nnnc1SCCNC(=O)C1CCC(=O)N(CCc2ccccc2)C1 (stereo not given) | -4% | -7% | -5% | 1.9% | -3%
COc1ccc(Cn2nnnc2C(c2cc3cc(C)ccc3[nH]c2=O)N2CCOCC2)cc1 (stereo not given) | 1% | 2% | -9% | 2.8% | -3%
Cc1nonc1NC(=O)CSc1nc2ccc(Cl)cc2[nH]1 | 1% | -3% | 68% | 0.1% | 10%
COc1ccc2c(COC(=O)[C@@H]3CCCN3S(=O)(=O)c3ccc(Cl)cc3)cc(=O)oc2c1 | . | 1% | . | 5.4% | .
O=c1c(Cl)c(NCC2CCCO2)cnn1C12CC3CC(CC(C3)C1)C2 (stereo not given) | 6% | 4% | 7% | 7.6% | 5%
O=C(Nc1ccccn1)C(=O)N1CCCCC1 | 2% | 0% | 9% | i | -1%
CCc1nnc(NC(=O)c2ccc3c(c2)C(=O)N(CC)C3=O)s1 | 5% | 2% | 1% | 3.1% | 5%
CCCSc1nc2c([nH]1)c(=O)n(C)c(=S)n2C | . | -4% | . | 2.5% | .
COc1ccc(OC)c(N2CC(O)(c3ccccc3)[N+]3=C2SCCC3)c1 (stereo not given) | 1% | -2% | -4% | 0.2% | -1%
COn1c(=O)c(-c2cccc(Br)c2)[n+]([O-])c2ccccc21 | -3% | 3% | 19% | 0.6% | -2%
O=C(CN1C(=O)c2ccccc2C1=O)OCC(=O)N1CCN(c2ccccc2)CC1 | 3% | -4% | -6% | 7.3% | -2%
CCc1ccc2[nH]c(=O)c(CN(CCN(C)C)C(=O)Nc3ccccc3OC)cc2c1 | -8% | -1% | 13% | 3.3% | -5%
NS(=O)(=O)c1ccc(NC(=O)COC(=O)CCC2CCCCC2)cc1 | 0% | -3% | -18% | i | 6%
Cc1[nH]c2ccc(-c3nnc(SCC(=O)c4ccccc4F)o3)cc2c1C | -16% | 7% | 4% | 32% | -3%
CCOC(=O)c1c(-c2ccc(OC)cc2)csc1NC(=O)CSc1nnc(C)c(=O)[nH]1 | 15% | -9% | 17% | 3.7% | 0%
C/C=C/C=N/Nc1nc(C)cc(=O)[nH]1 | 3% | -3% | -38% | 0.3% | -1%
CC1Cc2ccccc2N1C(=O)COC(=O)c1ccc(Cl)c(S(=O)(=O)N2CCOCC2)c1 (stereo not given) | . | 9% | 12% | 6.0% | -6%
O=C(COc1cccc(C(F)(F)F)c1)N1CCN(c2ccc(O)cc2)CC1 | -5% | 6% | 36% | i | 3%
CCOc1ccc(S(=O)(=O)N2CCOCC2)cc1NC(=O)CSCC(=O)Nc1cccc(C)c1 | 1% | -1% | 22% | 2.6% | 4%
CN(NC(=O)c1ccccc1)c1nc2ccccc2nc1C(F)(F)F | -3% | 4% | -6% | 5.7% | -3%
The list goes on.
SMILES | PhoP GFP inhibition | influenza NS1A | tuberculosis growth | inhibitors of VEEV | M. tuberculosis HTS | others
COC(=O)c1ccc(NC(=O)C2CCCN2C(=O)Nc2cccc(C(C)=O)c2)cc1 (stereo not given) | . | -9% | . | 1.2% | .
Cc1cccc(C)c1OCC(=O)N=Nc1c(O)[nH]c2ccc(Br)cc12 | 9% | 2% | 12% | 6.8% | 7%
CC1CN(c2ncnc3c2cnn3-c2ccc(Cl)cc2)CC(C)O1 (stereo not given) | -2% | 0% | 22% | 8.4% | 6%
Clc1cccc(CSc2nccn2-c2ccccc2)c1 | -4% | 9% | 21% | 4.9% | 7%
COc1ccc(CNC(=O)[C@H](C)NC(=O)C2CC(=O)N(c3ccc4c(c3)OCO4)C2)cc1 (stereo not given in full) | -1% | 4% | 1% | i | 1%
Cc1ccc(Nc2nc(CSc3nnnn3-c3ccccc3)cs2)cc1 | 3% | 16% | 7% | 3.9% | -14%
Cc1c(C)n(Cc2ccc(F)cc2)c2ccc(C(=O)NCCN3CCOCC3)cc12 | 5% | 6% | 12% | 2.7% | 1%
CCOc1ccc(N(CC(=O)Nc2c(C)cccc2C)S(=O)(=O)c2c(C)[nH]c(=O)[nH]c2=O)cc1 | 3% | 5% | 41% | i | -6%
Cc1cc(CNC(=O)C2(C(F)(F)F)C/C(=C\CCO)CCCO2)nn1C (stereo not given) | 2% | 5% | 0% | i | 5%
O=C(Cc1c(F)cccc1Cl)N1CCN(S(=O)(=O)c2cccc(F)c2)CC1 | -3% | -9% | -16% | 2.8% | 1%
N#CC1=C(N)Oc2n[nH]c(-c3ccc(F)cc3)c2C1c1cccc(OC(=O)N2CCOCC2)c1 (stereo not given) | 8% | 8% | 6% | 3.5% | -1%
COc1ccccc1CNC(=O)c1ccc(CS(=O)(=O)c2ccccc2OC)o1 | -7% | -4% | 18% | 3.2% | 1%
CCOC(=O)c1c(NC(=O)CN2C(=O)NC(C)(c3ccc(OC(F)F)cc3)C2=O)sc(C)c1C (stereo not given) | -8% | -4% | 3% | 13% | 11%
O=C(COc1cc(F)ccc1[N+](=O)[O-])Nc1ccc(N2CCOCC2)cc1 | -8% | 7% | 47% | 1.3% | 12%
CCn1c(SCC(=O)N2CCN(C)CC2)nc2c1c(=O)n(C)c(=O)n2C | 7% | 8% | -13% | 1.0% | -3%
CCOC(=O)C(C)n1cnc2c(oc3ccccc32)c1=O (stereo not given) | -7% | 8% | 3% | 1.4% | -6%
Cc1c(C(=O)O)oc2ccc(S(=O)(=O)NCc3ccc(F)cc3)cc12 | -5% | -3% | -4% | 1.5% | -2%
Cc1ccc(N(C(C)C(=O)N2CCOCC2)S(C)(=O)=O)cc1C (stereo not given) | -10% | 3% | -23% | 1.4% | -9%
CC(C)(CN1CCCC1)NC(=O)C1CCC(=O)N(CCCN2CCOCC2)C1 (stereo not given) | -2% | -11% | 0% | 1.6% | -4%
COc1ccc(NC(=O)C2CCCN2S(=O)(=O)c2ccc(C)cc2)cc1 (stereo not given) | -2% | 22% | -12% | i | -2%
Cc1ccc(C(=O)NCC(=O)OCC(=O)c2cc(C)n(Cc3ccco3)c2C)cc1 | -14% | 10% | 7% | 1.6% | 3%

Grouped by structure: the entries above with a tert-butyl group.
SMILES | PhoP GFP inhibition | influenza NS1A | tuberculosis growth | inhibitors of VEEV | M. tuberculosis HTS | others
COC(=O)[C@@](C)(O)C1(C(=O)SC(C)(C)C)CC1 | -10% | 7% | -11% | i | -1%
C[C@@H]1CCCCCCCCC(=O)OCCN(C(=O)OC(C)(C)C)[C@H](C)CCCCCCCCC(=O)OCCN(C(=O)OC(C)(C)C)[C@H](C)CCCCCCCCC(=O)OCCN1C(=O)OC(C)(C)C | . | . | -6% | . | -2%

Five entries from above, arranged by length of the SMILES, ascending.
SMILES | PhoP GFP inhibition | influenza NS1A | tuberculosis growth | inhibitors of VEEV | M. tuberculosis HTS | others
COc1ccc(NC(=O)C2CCCN2S(=O)(=O)c2ccc(C)cc2)cc1 (stereo not given) | -2% | 22% | -12% | i | -2%
CC(C)(CN1CCCC1)NC(=O)C1CCC(=O)N(CCCN2CCOCC2)C1 (stereo not given) | -2% | -11% | 0% | 1.6% | -4%
CCn1c(SCC(=O)N2CCN(C)CC2)nc2c1c(=O)n(C)c(=O)n2C | 7% | 8% | -13% | 1.0% | -3%
COC(=O)c1ccc(NC(=O)C2CCCN2C(=O)Nc2cccc(C(C)=O)c2)cc1 (stereo not given) | . | -9% | . | 1.2% | .
COc1ccc(CNC(=O)[C@H](C)NC(=O)C2CC(=O)N(c3ccc4c(c3)OCO4)C2)cc1 (stereo not given in full) | -1% | 4% | 1% | i | 1%
